CaV13 ICDI inh: Primary screen for inhibitors of IQ motif and Ca2+-dependent inactivation inhibitor domain binding in CACNA1D, Förster resonance energy transfer in living cells, …; inhibition, % at 12.3 µM; HEK cells, CFP/YFP FRET ICDI-IQ, plate reader, 10 min; percent FRET-ratio fall versus neutral wells; 340,000 tested, 0.098% active;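 active means mean replicate inhibition of at least 30% and at least 1% of replicates passing that level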;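 further: 0% = median of the neutral control wells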
Cardio protect: cardioprotection against H2O2-induced cell death, primary screen, uHTS, H9c2 cells, ATPLite luminescence. H9c2 cardiomyocytes, H2O2 injury protection, 2 h. protection from H2O2 cell death, % at 20 µM. 360,000 tested, 0.63% active. AID 588492, 2011;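 active means compounds giving at least 50% protection of heart cells from peroxide-induced death in the single-dose screen, raw or plate-pattern-corrected value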;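 further: 0% = DMSO wells with peroxide and 100% = DMSO wells without peroxide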
Vif inh: HIV Vif self-association inhibitors, primary screen, imaging, HEK293T, single point. HEK293T cells, Vif self-association by quenched fluorescence, 24 h. inhibition, % at 7.49 µM. 340,000 tested, 0.35% active. AID 602346, 2012; in the data active means inhibition above about 50%, passing the limit was not always enough; further: some results filed as inactive read as strong as hits
Glyco luc inh: increase of ERlucT glycosylation luciferase signal, primary screen, N-linked glycosylation inhibitor project, D54 ERlucT cells, luminescence, set 2 | D54 ERlucT glycosylation luciferase reporter, 24 h; percent of 100 nM tunicamycin response | reporter increase, % at 12.5 µM | 360,000 tested, 0.23% active | AID 588692, 2011;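 active means mean luciferase reporter signal, scaled so untreated is 0 and the glycosylation-blocking control 100, at or above a set limit in every replicate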;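 further: luciferase carries N-glycosylation sites so blocking glycosylation raises the light; 0% = median of neutral control wells and 100% = median of 100 nM tunicamycin wells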
ABCB6 inh MLPCN: ABCB6 transporter inhibitors, primary screen, K562-ABCB6 cells, flow cytometry, MLPCN library. ATP-binding cassette sub-family B member 6 (Homo sapiens), Q9NP58. K562-ABCB6 porphyrin accumulation, 1 h; active compounds read low. fluorescence ratio to DMSO, % at 10 µM. 360,000 tested, 0.19% active. AID 602162, 2011;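 active means fluorescence ratio to DMSO below 75%, the collection mean minus 3 SD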;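 further: signal is porphyrin accumulated inside mitochondria; 100% equals median channel fluorescence of DMSO control wells; lower ratio means ABCB6 inhibition with less porphyrin fluorescence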
Target sequence (Q9NP58 whole entry, looked up): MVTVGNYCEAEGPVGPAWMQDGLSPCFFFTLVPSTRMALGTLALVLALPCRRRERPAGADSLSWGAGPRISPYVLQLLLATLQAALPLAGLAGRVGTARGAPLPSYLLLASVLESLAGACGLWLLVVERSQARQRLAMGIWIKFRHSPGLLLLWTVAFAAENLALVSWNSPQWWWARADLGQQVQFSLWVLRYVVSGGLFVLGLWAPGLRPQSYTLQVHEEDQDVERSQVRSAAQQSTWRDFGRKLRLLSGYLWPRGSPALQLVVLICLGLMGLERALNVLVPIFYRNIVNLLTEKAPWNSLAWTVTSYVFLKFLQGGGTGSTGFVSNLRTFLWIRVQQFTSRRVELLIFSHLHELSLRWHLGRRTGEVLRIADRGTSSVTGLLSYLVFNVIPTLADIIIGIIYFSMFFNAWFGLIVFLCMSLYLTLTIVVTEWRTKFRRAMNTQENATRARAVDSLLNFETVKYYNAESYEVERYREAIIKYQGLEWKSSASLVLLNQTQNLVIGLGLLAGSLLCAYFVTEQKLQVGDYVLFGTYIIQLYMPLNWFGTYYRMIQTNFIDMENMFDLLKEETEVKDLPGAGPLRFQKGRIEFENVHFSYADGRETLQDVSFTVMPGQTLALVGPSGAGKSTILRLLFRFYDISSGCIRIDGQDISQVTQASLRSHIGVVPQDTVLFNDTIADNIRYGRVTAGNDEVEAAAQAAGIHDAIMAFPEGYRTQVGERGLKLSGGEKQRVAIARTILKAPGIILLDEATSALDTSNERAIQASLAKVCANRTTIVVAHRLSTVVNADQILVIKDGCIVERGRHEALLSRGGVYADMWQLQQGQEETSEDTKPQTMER
MC4R ag barr: MC4R agonists recruiting beta-arrestin, primary screen, cell-based, luminescence, agonist arm of biased-ligand search. U2OS MC4R beta-arrestin complementation; percent of melanotan II response, DMSO zero. activation, % at 8.9 µM. 360,000 tested, 0.98% active. AID 540308, 2011;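 active means activation above a per-plate cutoff, the mean activation of sample wells on that plate plus 3 SD, cut at about 8% in these data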
m5-HT2A agonist: mouse Htr2a agonists via beta-arrestin recruitment, primary screen, cell-based, luminescence; 5-hydroxytryptamine receptor 2A (Mus musculus), P35363; CHO-K1 mHTR2A beta-arrestin complementation; percent of 30 µM serotonin response; activation, % at 7.6 µM; 360,000 tested, 0.66% active; AID 624169, 2012;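 active means activation above a run cutoff, the mean activation of all tested compounds plus 3 SD, cut at about 14% in these data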;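 further: 0% = plate median of compound wells and 100% = 30 µM serotonin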
MC4R antagonist: MC4R antagonists of cAMP signaling, primary screen, cell-based, TR-FRET, antagonist arm of biased-ligand search. Melanocortin receptor 4 (Homo sapiens), P32245. MC4R-expressing cells, MTII-stimulated cAMP, LANCE TR-FRET. inhibition, % at 6.5 µM. 360,000 tested, 0.48% active. AID 540295, 2011;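 active means inhibition above its plate's cutoff, the mean of tested wells on that plate plus 3 SD, cut at about 29% in these data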;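 further: 0% = Melanotan II alone and 100% = Melanotan II plus saturating MCL0020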
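System: U2OS cells stably expressing human melanocortin 4 receptor (MC4R). Reagent: Melanotan II challenge after compound preincubation. Doses: 6.5 µM. Times: 30-min compound, 1-h challenge, 1-h detection, room temperature. Measured by: TR-FRET with Eu-cAMP and labeled anti-cAMP, 671 nm. Replicates: singlicate.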
aDG glyco up: activators of alpha-DG glycosylation, primary screen, uHTS, Pro5-aDG cells, AlphaScreen | alpha-DG glycosylation AlphaScreen (IIH6); 0% Pro5, 100% B10-LARGE cell signal | activation, % at 10 µM | 360,000 tested, 0.22% active | AID 624168, 2012;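 active means activation of at least 8% versus controls, or a plate z-score of at least 8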;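 further: Pro5 are CHO cells carrying HIG-tagged alpha-DG that lacks glycosylation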
PDI turbidity: inhibitors of human PDI, primary screen, biochemical, turbidity, single point, plate reader; AID 588391, 2011; PDI insulin aggregation turbidity, A650, 90 min; inhibition, % at 10 µM; 350,000 tested, 0.052% active; Protein disulfide-isomerase (Homo sapiens), P07237;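 active means mean inhibition across replicates of 30% or more, whatever share of single replicates reach that level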;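 further: absorbance from insulin aggregation driven by PDI reduction with DTT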
* hit, by the source's call; · = not tested or not shown.

SMILES	CaV13 ICDI inh	Cardio protect	Vif inh	Glyco luc inh	ABCB6 inh MLPCN	MC4R ag barr	m5-HT2A agonist	MC4R antagonist	aDG glyco up	PDI turbidity
CC(C)c1ccc(-c2csc3ncnc(N4CCN(C)CC4)c23)cc1	-6	24	-7	-14	90	0.4	-13	22	0.0	3
CCN(CC)CCCNC(=O)c1cc(-c2cccc(Cl)c2)on1	-6	8	-3	-2	106	-1.1	-8	1	0.1	6
COc1ccc(C(=O)N/N=C/c2c(C)[nH]c(=O)[nH]c2=O)cc1	-1	-1	7	4	94	-1.6	0	-1	0.1	-2
CCCSc1nc2c(c(=O)[nH]c(=O)n2C)n1C	-5	23	-1	1	97	-1.8	1	0	-0.1	-9
Cc1ccc(-n2cc(-c3ccc([N+](=O)[O-])cc3)[nH]c2=S)c(C)c1	-35	2	-1	-2	100	1.8	-4	9	1.0	5
O=C1N[C@@H](Cc2c[nH]c3ccccc23)C(=O)N[C@H]1Cc1ccccc1	-11	9	·	3	100	-0.7	0	4	0.5	12
CNCC[C@H](Oc1cccc2ccccc12)c1cccs1	-5	0	13	-1	96	0.7	-5	3	1.3	7
COc1cc(O)c(C(=O)O)c(CCc2ccccc2)c1	-6	-8	-4	1	101	-3.3	-2	-1	-0.2	-14
O=S(=O)(c1ccccc1)N(CC(O)Cn1c2ccccc2c2ccccc21)c1ccccc1 (centres undefined)	-4	-19	-24	-7	97	1.6	1	4	1.1	-2
O=C(c1ccc(N2CCN(C(=O)c3ccccc3)CC2)cc1)c1cccc(F)c1	-4	-5	-21	-3	92	0.1	8	21	0.5	7
Clc1ccc(N2O[C@H]3C=C[C@@H]2C3)nc1	·	2	·	3	104	·	-4	·	-0.1	·
CSc1nc(C)c(CCO)c(=O)[nH]1	14	-2	5	1	96	-2.4	-4	5	0.3	4
COc1cccc(-c2cc(-c3cccnc3)c(C#N)c(N)n2)c1	-3	5	-2	5	98	2.5	-2	7	0.1	-4
CC1CN(C(=O)CCC(=O)NCc2ccccc2)c2ccccc2O1 (centres undefined)	-5	4	-1	-1	101	1.4	2	22	1.7	·
Cc1cccc(C(=O)N[C@H](C(=O)Nc2ccc(C)c(S(=O)(=O)N(C)C)c2)C(C)C)c1	-4	-12	-13	2	101	-1.0	2	17	0.1	2
c1ccc(Cn2ncc3c(N4CCN(C(c5ccccc5)c5ccccc5)CC4)ncnc32)cc1	-3	-6	-11	-2	104	1.3	2	14	0.0	-2
CC1(C)CC(=O)c2c(nc3ccccc3c2N)C1	-6	4	-23	-2	104	2.2	-3	0	0.0	1
COCCn1cnc2cc(C)c(C)cc21	-4	2	-12	-1	103	1.0	11	10	0.1	-5
Clc1ccc(/C=N/Nc2ncnc3nc[nH]c23)cc1	-2	-1	0	1	106	-1.7	5	1	0.3	-2
CC(C)Cn1cnc2c(c(-c3ccccc3)c(-c3ccccc3)n2Cc2ccco2)c1=N	-4	-25	-5	6	91	5.5	-3	13	0.4	-1
CC(C)(C)SCCNC(=O)c1ccc(Cl)c([N+](=O)[O-])c1	-5	1	2	2	90	1.8	-1	10	0.6	2
CC1CCN(C(=O)c2cccc(NC(=O)c3cccs3)c2)CC1	-3	-4	-4	-1	96	0.9	2	0	0.0	-11
N=c1c2c(ncn1CCN1CCOCC1)Oc1cc(O)ccc1C2c1ccccc1 (centres undefined)	-5	0	-15	0	100	0.0	0	9	-0.3	3
CC(C)(C)c1cc(P(=O)(c2ccccc2)c2ccccc2)ccc1O	-2	-4	-8	0	100	0.8	6	3	-0.2	11
COc1ccc(NC(=S)N(CCN2CCCCC2)Cc2ccco2)cc1	-2	-9	5	0	103	-1.3	-2	6	0.1	-8
COc1cccc(N=C2NC(=O)/C(=C/c3cc([N+](=O)[O-])ccc3O)S2)c1	-28	11	-3	0	138	-1.7	2	11	-0.1	7
COc1cc(/C=N/NC(=O)CCC(=O)Nc2ccc(Br)cc2)ccc1O	-3	2	-5	5	98	0.1	-4	7	0.2	-4
Cc1ccc(C)c(N(C(=O)Cn2nnc3ccccc32)C(C(=O)NCc2ccco2)c2ccncc2)c1 (centres undefined)	-6	4	·	4	96	-1.1	-1	8	0.6	8
O=C(c1noc2c1CCCC2)N1CCN(Cc2ccccc2)CC1	-5	-2	7	-1	102	-1.0	0	3	-0.1	-3
C[C@H]1COC(=O)[C@@H](Cc2ccc(F)cc2)C/C=C\C[C@@H](CC(=O)NCCO)C(=O)N1	-12	7	-2	2	93	-0.2	0	7	0.2	5
O=C(Nc1ccc(S(=O)(=O)N2CCN(c3ccccc3)CC2)cc1)c1cccs1	-9	-10	0	-6	87	-0.2	0	8	-0.1	-10
CCN(CC(=O)Nc1cc(Cl)ccc1C)C(=O)CCS(=O)(=O)c1ccc(C)cc1	-6	-5	-19	4	95	-3.3	-11	2	0.0	-3
CCn1c(C)cc(C(=O)CN2C(=O)c3ccccc3S2(=O)=O)c1C	-3	-2	-5	-23	102	-0.3	-1	3	-0.1	3
Cn1c(SCC(=O)Nc2ccccc2)nnc1-c1ccc2nonc2c1	-4	8	-13	3	95	-1.5	-2	-7	0.4	3
CC(=O)C1=C(C)Nc2ncnn2C1c1cccc(Br)c1 (centres undefined)	-3	10	8	0	110	-0.4	4	3	0.0	7
COc1ccc(Cc2nnc(NC(=O)c3ccc(Cl)c([N+](=O)[O-])c3)s2)cc1	-5	-6	-7	1	94	-0.7	4	27	0.3	-5
CCCCSc1nc(C)cc(NC(=S)Nc2ccc(OC)cc2)n1	-5	-1	-12	-5	95	7.3	3	-6	0.0	-5
O=c1c(Cc2ccccc2O)c(O)nc2n1CCCS2	1	8	-10	2	100	-0.7	-1	13	0.3	·
Cc1ccc(NC(=O)NC(=O)N(c2ccccc2)S(C)(=O)=O)cc1	-4	-8	11	1	100	0.1	-1	6	0.0	-3
COc1ccc(CC(=O)Nc2ccc(S(=O)(=O)Nc3nc(C)cc(C)n3)cc2)cc1	-4	2	-7	0	91	-1.2	4	7	0.0	-15
O=C(Nc1ccc(N2CCCC(O)C2)cc1)c1snc2c(=O)[nH]cnc12 (centres undefined)	·	-15	-1	7	96	-2.1	2	-13	-0.3	5
Cc1cc(OCC(=O)NNC(=O)c2ccncc2)ccc1C(C)C	-1	-5	-3	-2	91	-2.4	-5	8	0.8	-3
Cc1cccc(Nc2ncnc(N)n2)c1	8	-4	4	2	100	-1.9	3	6	-0.5	-6
CNC(=O)c1ccsc1NC(=O)CCS(=O)(=O)c1ccc(F)cc1	-7	-3	-2	-8	87	-3.5	0	4	1.2	-8
Cc1ccc(SCC(=O)NN2C(=O)c3ccccc3C2=O)cc1	-5	4	-4	2	102	0.6	4	15	-0.5	1
COc1cnn(-c2ccc(C)cc2)c(=O)c1Cl	-5	0	4	-2	106	0.1	4	23	0.7	-3
COc1ccc(Br)c(C(=O)NCCC(C)C)c1	-3	3	-3	1	100	-1.1	4	2	-0.1	-4
c1ccc2c(c1)c1c3n2CCNC3CCC1 (centres undefined)	-4	4	-5	-1	88	0.0	2	17	-0.1	-8
CCOC(=O)C1=C(C)N=C2SC(C(=O)OC)=CC(=O)N2C1c1cccc(OC)c1 (centres undefined)	-4	1	-3	0	104	-2.1	0	5	-0.1	-8
CSc1nc(Oc2ccc(=O)n(C)n2)nc(N(C)C)n1	-4	16	-1	0	90	0.6	5	0	-0.4	-10
COc1cccc2cc(NC(=O)C3CCCCC3)c(=O)oc12	-3	5	8	-2	96	-0.6	0	-6	-0.1	-8
Cc1ccc(CNC(=O)c2cc(C3CC3)nc3c2cnn3C(C)C)cc1	-6	-3	-13	1	98	1.0	-10	6	-0.3	-1
CC1CCCCN1C(=O)c1cc(S(=O)(=O)N2CCCCC2)c[nH]1 (centres undefined)	-5	2	-8	0	99	-0.5	5	2	0.0	5
COc1cc(CNC2CCCC2)c(Br)cc1OCc1ccccc1	-5	-6	-27	-6	91	5.3	14	2	1.3	3
Cc1ccc(S(=O)(=O)NC(Cc2ccc(Cl)cc2)C(=O)O)cc1 (centres undefined)	-4	-1	16	1	94	-2.5	6	4	-0.3	-1
Cc1ccc([C@@H]2C[C@H]3[C@@H](CN2S(=O)(=O)c2ccc(Cl)cc2)C(=O)C[C@@H](c2cccc(Cl)c2)N3S(=O)(=O)c2ccc(C)cc2)cc1	-6	-8	·	-7	100	1.1	1	-1	0.0	4
Cc1cccc(Cn2ccc(NC(=O)c3cccnc3)n2)c1	8	1	-4	1	108	-3.4	-3	1	0.4	11
CCc1ccc(OCC(=O)NCCOc2ccccc2)cc1	-9	4	5	1	99	1.1	-3	0	0.2	2
COc1cc(CC(=O)Nc2ncc(C)s2)cc(OC)c1OC	-4	10	0	3	92	0.0	1	13	-0.1	6
N=c1n(CC(=O)c2ccc(Br)s2)c2ccccc2n1Cc1ccccc1	-5	-14	0	-7	95	14*	-8	-2	0.8	-8

Other compounds follow:
SMILES	CaV13 ICDI inh	Cardio protect	Vif inh	Glyco luc inh	ABCB6 inh MLPCN	MC4R ag barr	m5-HT2A agonist	MC4R antagonist	aDG glyco up	PDI turbidity
COc1ccc(S(=O)(=O)N(CC(=O)NCc2ccccn2)Cc2ccccc2)cc1	-4	0	-3	0	87	-1.4	4	1	0.0	3
O=C(Nc1ccc(SC(F)(F)F)cc1)c1ccccn1	2	-23	-6	-15	102	0.8	-7	2	0.3	-1
CS(=O)(=O)c1ccc(-c2sc3cc4c(cc3c2C(=O)NN2CCOCC2)OCO4)cc1	-4	6	·	4	96	-0.9	3	0	-0.1	2
COc1ccc(NC(=O)[C@@H]2CC=C[C@@H]3CCN(Cc4ccc(Cl)c(Cl)c4)C(=O)[C@@H]32)cc1	-5	-13	3	2	92	13*	-4	4	1.3	9
CC(C)CN1CCC(CNC(=O)CCc2nnc(Cc3c[nH]c4ccccc34)o2)CC1	-5	-8	4	-2	91	0.4	2	-1	0.7	6

Bioassay records from PubChem.
